# SIRT5 block – sirtuin-5 (human) deacylase inhibition. Q9NXA8. Purified SirT5, succinyl-peptide AMC, trypsin-coupled fluorescence. inhibition, % at 15 µM. actives 1.1% (n = 330,000). AID 652115; in the data active = inhibition above about 15%
# Target sequence (Q9NXA8 whole entry, looked up): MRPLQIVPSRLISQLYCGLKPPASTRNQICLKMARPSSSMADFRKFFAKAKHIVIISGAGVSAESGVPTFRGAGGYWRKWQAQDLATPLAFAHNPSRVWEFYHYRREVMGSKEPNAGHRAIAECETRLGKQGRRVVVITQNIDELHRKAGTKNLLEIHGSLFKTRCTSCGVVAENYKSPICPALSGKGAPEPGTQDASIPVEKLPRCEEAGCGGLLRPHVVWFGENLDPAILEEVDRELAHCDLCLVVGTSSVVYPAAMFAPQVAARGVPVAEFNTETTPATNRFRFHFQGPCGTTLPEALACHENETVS
# miR122 inh – miR-122 inhibition in Huh7 cells. Huh7 miR-122 Renilla luciferase sensor, 48 h; neutral wells = 0, positive control = 100. activation (reporter increase), % at 12.5 µM. actives 0.3% (n = 340,000). AID 602342;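 active = mean replicate activation score at least 90 and every replicate individually at or above 90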;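 note: higher luciferase means less miR-122 activity so hits act as miR-122 inhibitors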
# Statin myotox sup – suppression of simvastatin myotoxicity; AID 602340; rescue of ATP level, % at 7.49 µM; actives 0.78% (n = 330,000); C2C12 myotubes + simvastatin, ATP luminescence, 48 h; scaled: DMSO 0, geranylgeraniol control 100;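 active = mean ATP rescue above about 67%, or every replicate alone reaching that limit, limit read from the data, passing the limit was not always enough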;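 note: myotubes were challenged with 10 µM simvastatin during compound exposure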
# ARNT-TACC3 inh – disruptors of human ARNT/TACC3 interaction; Q9Y6A5; AlphaScreen His-ARNT PAS-B/GST-TACC3 binding, luminescence; TACC3 fragment carries E629A point mutation; inhibition, % at 9.99 µM; actives 0.66% (n = 390,000); AID 623870;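 active = mean inhibition of replicates at least 50% and at least half of replicates each reaching 50%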;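 note: 0% = complete ARNT plus TACC3 wells and 100% = ARNT alone without TACC3; many hits fall short of the cut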
# esBAF inh – SWI/SNF esBAF complex inhibition. mouse ES cells, Bmi1-luciferase knock-in reporter, 24 h; 100% = twice the neutral-well signal. reporter increase, % at 12.5 µM. actives 2% (n = 350,000); in the data active = activation above about 40%;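 note: 0% = median of the plate's neutral control wells and 100% = double that signal; a rise in the Bmi1 reporter signal indicates esBAF inhibition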
# Cneo AK release – causes C. neoformans cell lysis; AID 651654; lysis activity, % at 15 µM; actives 0.2% (n = 360,000); adenylate kinase release luminescence, 4 h; normalised: neutral wells 0, clomiphene wells 100;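 active = mean lysis activity across replicates of at least 80%, whatever share of replicates individually reach that level; inactive = mean lysis activity below 80%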
#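 Material: C. neoformans cells | Amount: Yeast cell density of 5 × 10^6 cells/mL | Medium: Fresh YPD growth medium | Dosing: Single dose | Times: Static 4 h at 37 °C with compound, 1 h detection | Detection: AK luminescence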
# ERp5 block – inhibitors of human ERp5. Q15084. ERp5 insulin aggregation, absorbance 650 nm, 90 min. inhibition, % at 9.99 µM. actives 0.05% (n = 350,000). AID 651711;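 active = mean replicate inhibition above about 25%, with every replicate also reaching it, limit read from the data, passing the limit was not always enough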
# Target sequence (Q15084 whole entry, looked up): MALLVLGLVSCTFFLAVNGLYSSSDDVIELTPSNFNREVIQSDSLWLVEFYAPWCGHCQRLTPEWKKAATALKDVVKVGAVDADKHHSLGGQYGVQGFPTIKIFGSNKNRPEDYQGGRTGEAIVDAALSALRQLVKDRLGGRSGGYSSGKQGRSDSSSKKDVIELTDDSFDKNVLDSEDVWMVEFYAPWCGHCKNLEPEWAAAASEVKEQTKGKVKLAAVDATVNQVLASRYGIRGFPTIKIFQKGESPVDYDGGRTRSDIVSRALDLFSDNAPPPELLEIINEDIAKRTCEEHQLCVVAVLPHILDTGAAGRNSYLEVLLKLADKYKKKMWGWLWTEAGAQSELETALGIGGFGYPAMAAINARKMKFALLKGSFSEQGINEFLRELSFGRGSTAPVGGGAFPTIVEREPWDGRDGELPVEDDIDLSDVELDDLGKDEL
# * hit, by the source's call; x = no result given; [ ] = another dose, or the depositor's remark.
# Each structure is followed by: SIRT5 block | ARNT-TACC3 inh | ERp5 block | Statin myotox sup | esBAF inh | miR122 inh | Cneo AK release
CCCCNC(=O)Cn1nc(C)c(S(=O)(=O)N2CCOCC2)c1C
    -4 | -6 | -12 | 10 | -2 | -1 | 0
O=C(/C=C/Nc1ccccc1Oc1ccccc1)c1ccco1
    -1 | 11 | -2 | -4 | 14 | 38 | -2
c1cc2c3c(cccc3c1)C(N1CCCCC1)=N2
    x | 0 | x | -5 | -3 | 6 | 4
COc1ccc(CCNC(=O)Cn2c(=O)n(-c3ccc(F)cc3)c(=O)c3sccc32)cc1OC
    -6 | -2 | -1 | 6 | 7 | -3 | 2
O=C(O)C[C@H]1CC[C@@H]2[C@H](COC[C@@H](O)CN2S(=O)(=O)c2ccc(Oc3ccccc3)cc2)O1
    -1 | -5 | -2 | -14 | -4 | -7[16.7 µM] | 5
Cc1ccsc1CNCc1cc(Cl)ccc1O
    x | 3 | 5 | -6 | 11 | 4 | 0
CCOC(=O)C1CCN(CC(O)COc2ccc(C(C)(C)CC)cc2)CC1 (configuration not stated)
    x | -1 | x | 19 | 0 | -3 | -3
Cc1nnc(SCC(=O)c2ccc(Cl)cc2)n(N)c1=O
    -2 | 7 | 1 | x | x | x | x
Cc1nc(=O)c(-c2ccccc2)c(C)n1Cc1ccccc1
    -1 | -1 | 17 | -6 | -7 | x | 1
COC(=O)c1[nH]c(C)c(/C(O)=C2\C(=O)C(=O)N(CCN(C)C)C2c2ccc(C)o2)c1C (configuration not stated)
    x | -2 | x | -8 | -5 | x | 0
O=C(CCOc1ccc(F)cc1)Nc1nccs1
    4 | -2 | 1 | 2 | 4 | -9 | -3
COc1ccc(C2c3ccc(O)cc3Oc3ncn(CC(C)C)c(=N)c32)cc1 (configuration not stated)
    -3 | -4 | 4 | x | x | x | -1
CCCN1C[C@H](C)[C@H](OC)CN(C)C(=O)c2cc(NC(=O)Nc3cccc(F)c3)ccc2OC[C@H]1C
    x | 9 | x | -6 | 4 | 13[16.7 µM] | 2
COc1ccc(N2CCN(c3nc4c(c(=O)n(C)c(=O)n4C)n3CCCc3ccccc3)CC2)cc1
    x | -4 | x | 10 | -9 | 11 | -1
COc1ccc(C(=O)[C@H]2[C@H]3C(=O)N(c4ccc(C)cc4)C(=O)[C@H]3C3C=CC=NN32)cc1 (some centres not stated)
    7 | x | 0 | x | x | -1 | 0
C[C@@H]1CN([C@H](C)CO)C(=O)c2cc(NC(=O)CCCCCC(=O)Nc3ccccc3N)ccc2O[C@@H](C)CCCCO[C@@H]1CN(C)S(=O)(=O)c1ccc(Cl)cc1
    10 | 7 | 0 | x | -3 | -3[16.7 µM] | 0
CCC(=O)NC(C)c1nc2ccccc2n1C (configuration not stated)
    x | -15 | x | 3 | -9 | 5 | 4
O=C(Nc1cc2c(cc1Br)OCCO2)c1ccc(=O)[nH]c1
    -2 | -4 | 2 | 4 | -1 | -8 | 1
COc1ccc(CNC(=O)CCS(=O)(=O)c2ccc3c(c2)CCN3C(C)=O)cc1
    0 | -6 | 5 | 21 | 2 | -8 | 0
Cc1noc(C)c1S(=O)(=O)N(C)C[C@@H]1Oc2ccc(NS(C)(=O)=O)cc2C(=O)N([C@@H](C)CO)C[C@@H]1C
    -12 | -12 | -4 | -13 | -1 | 6[16.7 µM] | 4

# Part of the list above in order of heavy-atom count, largest number first:
# Each structure is followed by: SIRT5 block | ARNT-TACC3 inh | ERp5 block | Statin myotox sup | esBAF inh | miR122 inh | Cneo AK release
C[C@@H]1CN([C@H](C)CO)C(=O)c2cc(NC(=O)CCCCCC(=O)Nc3ccccc3N)ccc2O[C@@H](C)CCCCO[C@@H]1CN(C)S(=O)(=O)c1ccc(Cl)cc1
    10 | 7 | 0 | x | -3 | -3[16.7 µM] | 0
CCCN1C[C@H](C)[C@H](OC)CN(C)C(=O)c2cc(NC(=O)Nc3cccc(F)c3)ccc2OC[C@H]1C
    x | 9 | x | -6 | 4 | 13[16.7 µM] | 2
COc1ccc(CCNC(=O)Cn2c(=O)n(-c3ccc(F)cc3)c(=O)c3sccc32)cc1OC
    -6 | -2 | -1 | 6 | 7 | -3 | 2
O=C(O)C[C@H]1CC[C@@H]2[C@H](COC[C@@H](O)CN2S(=O)(=O)c2ccc(Oc3ccccc3)cc2)O1
    -1 | -5 | -2 | -14 | -4 | -7[16.7 µM] | 5
COC(=O)c1[nH]c(C)c(/C(O)=C2\C(=O)C(=O)N(CCN(C)C)C2c2ccc(C)o2)c1C (configuration not stated)
    x | -2 | x | -8 | -5 | x | 0
COc1ccc(CNC(=O)CCS(=O)(=O)c2ccc3c(c2)CCN3C(C)=O)cc1
    0 | -6 | 5 | 21 | 2 | -8 | 0
COc1ccc(C2c3ccc(O)cc3Oc3ncn(CC(C)C)c(=N)c32)cc1 (configuration not stated)
    -3 | -4 | 4 | x | x | x | -1
CCOC(=O)C1CCN(CC(O)COc2ccc(C(C)(C)CC)cc2)CC1 (configuration not stated)
    x | -1 | x | 19 | 0 | -3 | -3
CCCCNC(=O)Cn1nc(C)c(S(=O)(=O)N2CCOCC2)c1C
    -4 | -6 | -12 | 10 | -2 | -1 | 0
Cc1nc(=O)c(-c2ccccc2)c(C)n1Cc1ccccc1
    -1 | -1 | 17 | -6 | -7 | x | 1
O=C(Nc1cc2c(cc1Br)OCCO2)c1ccc(=O)[nH]c1
    -2 | -4 | 2 | 4 | -1 | -8 | 1
Cc1nnc(SCC(=O)c2ccc(Cl)cc2)n(N)c1=O
    -2 | 7 | 1 | x | x | x | x
c1cc2c3c(cccc3c1)C(N1CCCCC1)=N2
    x | 0 | x | -5 | -3 | 6 | 4
CCC(=O)NC(C)c1nc2ccccc2n1C (configuration not stated)
    x | -15 | x | 3 | -9 | 5 | 4

# Returning to the listing; the 2 compounds before the break are reprinted first.
# Each structure is followed by: SIRT5 block | ARNT-TACC3 inh | ERp5 block | Statin myotox sup | esBAF inh | miR122 inh | Cneo AK release
COc1ccc(CNC(=O)CCS(=O)(=O)c2ccc3c(c2)CCN3C(C)=O)cc1
    0 | -6 | 5 | 21 | 2 | -8 | 0
Cc1noc(C)c1S(=O)(=O)N(C)C[C@@H]1Oc2ccc(NS(C)(=O)=O)cc2C(=O)N([C@@H](C)CO)C[C@@H]1C
    -12 | -12 | -4 | -13 | -1 | 6[16.7 µM] | 4
CCC(=O)Nc1ccc2c(c1)OC[C@H](C)N(C(=O)c1ccccc1F)C[C@@H](C)[C@@H](OC)CN(C)C2=O
    0 | 3 | 4 | 1 | -5 | 1[16.7 µM] | -5
Cc1cccc2cc(CN(CC3CCCO3)C(=S)NCc3ccco3)c(=O)[nH]c12 (configuration not stated)
    x | -3 | x | x | x | 19 | -3
C=CCc1cc(Cl)ccc1OCCCn1ccnc1
    -2 | 10 | 4 | -7 | -7 | -2 | 8
OC[C@@H]1CCCN1Cc1cn(-c2ccccc2)nc1-c1ccc2c(c1)OCO2
    -3 | 12 | -2 | -13 | 8 | 0 | 6
Cc1cc(C)nc(SCC(=O)N/N=C/c2cccn2-c2cccc(C(F)(F)F)c2)n1
    x | -1 | x | 2 | -5 | 4 | 2
Cc1cc(C(O)c2ncc(-c3ccccc3C)[nH]2)ccc1F (configuration not stated)
    0 | x | -8 | -2 | 6 | 68 | 0
NC(=O)CCC(NS(=O)(=O)c1ccc(Cl)cc1)C(=O)NCc1ccccc1Cl (configuration not stated)
    x | -1 | x | x | x | -3 | -2
CC1CC(C)CN(C(=O)CSc2nnc(N)s2)C1 (configuration not stated)
    -2 | 0 | 2 | 3 | -16 | x | -1
CCc1ccccc1NC(=O)CN(C)C(=O)CSc1nnc(Nc2cccc(C)c2)s1
    -1 | -3 | -1 | x | x | x | x
Cc1noc(C)c1NC(=O)Nc1ccc2c(c1)CC(=O)N([C@@H](C)CO)C[C@H](C)[C@H](CN(C)Cc1ccc(-c3ccccc3)cc1)O2
    3 | x | -5 | -4 | -1 | -8[16.7 µM] | x
Cc1noc(C)c1NC(=O)Nc1ccc2c(c1)CC(=O)N([C@H](C)CO)C[C@@H](C)[C@H](CN(C)CC1CC1)O2
    6 | -5 | -20 | -32 | -1 | 1[16.7 µM] | 4
O=C([C@H]1[C@H](CO)[C@H]2Cn3c(cccc3=O)[C@H]2N1C(=O)CC1CC1)N1CCCCC1
    9 | -13 | 0 | -3 | -2 | -5[16.7 µM] | -2
O=C(NCCCN1CCOCC1)c1ccc(Br)cc1
    x | -2 | x | -19 | 35 | -1 | 13
CC(C)n1nccc1NC(=O)Nc1ccccc1
    1 | 0 | 1 | 9 | 8 | 3 | 0
CC(C)COC(=O)c1ccc2c(c1O)C(=O)c1ccccc1C2=O
    x | 32 | x | -5 | -11 | 2 | -4
CC(=O)c1sc(N/N=C/c2cccc([N+](=O)[O-])c2)nc1C
    -1 | x | 2 | 4 | 60* | x | -2
Cc1ccc(S(=O)(=O)N2CCC(C(=O)Nc3ccc(S(=O)(=O)N4CCCC4)cc3)CC2)cc1C
    -4 | -6 | 3 | -34 | 0 | -6 | -2

# Screening data from PubChem.
